Tau fluor cs – Counterscreen qHTS for Inhibitors of Tau Fibril Formation, Fluorescence Polarization | tau K18 P301L (four-repeat tau fragment) Alexa594 fluorescence, heparin fibrillization | Potency, µM (series often up to 57.7 µM), without a hit: top-dose activity change, negative = decrease | 280,000 tested, 0.93% active | AID 1463, 2008; also: potency is read from the fitted curve at half-maximal effect; % is scaled to controls: 0 for no effect and ±100 for the full control effect; nearly all actives have a fitted effect of over 55% in size
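Human K18 P301L tau (15 uM unlabeled plus 0.24 uM Alexa 594-labeled, final) in 100 mM sodium acetate pH 7 was mixed with compound and 20 uM heparin and incubated 6 hr at 37 C.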
CBFb-RUNX1 inh – qHTS Assay for Compounds Blocking the Interaction Between CBF-beta and RUNX1 for the Treatment of Acute Myeloid Leukemia | Runt-related transcription factor 1 (Homo sapiens) + Core-binding factor subunit beta … | 230,000 tested, under 10 active | AlphaScreen CBFb-His/RUNX1-biotin binding, biochemical | Potency, µM (series often up to 59.8 µM), for the others: at the highest dose activity, negative = inhibition, most hits filed as inhibitors; also: % of control where 0% means no effect
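Bead-based AlphaScreen assay; binding partners His-tagged CBF-beta and biotinylated RUNX1 at 30 nM each. Compound exposure 15 min after a 20-min protein preincubation; bead step 90 min; all steps at room temperature.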
Tau fibril FP – qHTS for Inhibitors of Tau Fibril Formation, Fluorescence Polarization. 280,000 tested, 0.39% active. Microtubule-associated protein tau (Homo sapiens), P10636. Potency, µM (series often up to 57.7 µM), inactives show at the top dose activity, negative = inhibition, actives largely listed as inhibitors. AID 1468, 2008. K18 P301L tau heparin fibrillization, Alexa594 FP, 6 h; also: potency is read from the fitted curve at half-maximal effect; % is scaled to controls: 0 for no effect and ±100 for the full control effect; nearly all actives have a fitted effect of over 55% in size
Target sequence (P10636 561-689 P618L limits assumed): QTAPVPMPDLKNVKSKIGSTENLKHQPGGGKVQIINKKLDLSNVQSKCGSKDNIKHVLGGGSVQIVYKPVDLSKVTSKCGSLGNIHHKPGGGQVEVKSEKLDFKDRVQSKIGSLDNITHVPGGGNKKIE
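FP of Alexa 594-tau after heparin (20 uM) induction. Substrate: human K18 P301L, 15 uM unlabeled, 0.24 uM labeled. Buffer 100 mM sodium acetate pH 7. 6 hr, 37 C.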
TRb SRC2 PPI – qHTS for Inhibitors of the Interaction of Thyroid Hormone Receptor and Steroid Receptor Coregulator 2 | Thyroid hormone receptor beta (Homo sapiens), P10828 | TRbeta-SRC2 peptide binding, fluorescence polarization; receptor liganded with 1 µM T3 | Potency, µM (top dose mostly 106 µM), for inactives: top-dose activity change, negative = inhibition, actives largely listed as inhibitors | 280,000 tested, 0.065% active;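 also: potency is read from the fitted curve at half-maximal effect; plate controls were bound peptide for no effect and peptide without receptor for full effect; nearly all actives have a fitted effect of over 50% in size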
Target sequence (P10828 whole entry, looked up): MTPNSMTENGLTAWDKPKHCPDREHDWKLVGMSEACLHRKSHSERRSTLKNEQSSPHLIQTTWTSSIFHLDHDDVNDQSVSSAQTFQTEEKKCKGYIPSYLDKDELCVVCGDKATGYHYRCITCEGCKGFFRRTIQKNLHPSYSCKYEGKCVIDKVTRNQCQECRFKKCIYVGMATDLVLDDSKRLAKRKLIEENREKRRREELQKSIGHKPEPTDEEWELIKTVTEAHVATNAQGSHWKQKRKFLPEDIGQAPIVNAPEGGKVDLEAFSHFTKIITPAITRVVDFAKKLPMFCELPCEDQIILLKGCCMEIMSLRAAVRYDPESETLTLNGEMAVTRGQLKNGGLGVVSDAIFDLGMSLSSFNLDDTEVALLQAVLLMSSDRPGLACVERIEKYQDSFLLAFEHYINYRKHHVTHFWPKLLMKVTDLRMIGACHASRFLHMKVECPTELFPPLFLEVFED
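Read-out is fluorescence polarization (555 nm excitation, 632 nm emission) of a Texas Red SRC2 coactivator peptide; loss of signal reflects blocked binding to human TRb ligand-binding domain in the presence of 1 uM T3.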
aGal spleen mod – qHTS Assay for Inhibitors and Activators of Human alpha-Galactosidase From Spleen Homogenate. Alpha-galactosidase A (Homo sapiens), P06280. human spleen homogenate, 4MU-alpha-Gal fluorescence, 40 min. Potency, µM (titrated, usually from 80 µM), inactives show at the highest dose activity change, negative = inhibition, hits mostly inhibitors. 240,000 tested, 0.008% active. AID 2107, 2009;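 also: potency is read from the fitted curve at half-maximal effect; 0% = enzyme with vehicle and -100% = no enzyme basal signal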
Target sequence (P06280 32-429 limits assumed): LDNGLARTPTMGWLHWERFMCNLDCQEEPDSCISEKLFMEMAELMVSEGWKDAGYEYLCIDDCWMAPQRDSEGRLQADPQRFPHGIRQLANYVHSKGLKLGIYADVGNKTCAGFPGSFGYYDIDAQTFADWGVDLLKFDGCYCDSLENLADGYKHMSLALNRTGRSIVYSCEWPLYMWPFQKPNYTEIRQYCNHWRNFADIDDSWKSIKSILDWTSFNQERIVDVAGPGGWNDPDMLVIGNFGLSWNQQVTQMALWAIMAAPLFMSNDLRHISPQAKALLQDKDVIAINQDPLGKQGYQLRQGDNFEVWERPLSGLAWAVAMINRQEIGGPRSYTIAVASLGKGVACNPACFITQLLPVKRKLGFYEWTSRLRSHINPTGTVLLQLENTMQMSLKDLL
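Spleen homogenate 1 ug + cpd (titration) + 4-MU-alpha-D-galactopyranoside 1 mM; 37C 40 min; 50 mM citrate/phosphate pH 5.0, 0.01% Tween-20; stop pH 10; fluorescence 365/440; AC50 via Hill.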
TR SRC2 fluor cs – Total Fluorescence Counterscreen for Inhibitors of the Interaction of Thyroid Hormone Receptor and Steroid Receptor Coregulator 2 | Potency, µM (series often up to 106 µM), inactives show top-dose fluorescence change, negative = quenching | TRb/SRC2 Texas Red total fluorescence interference | 280,000 tested, 0.29% active | AID 1479, 2009; active = well fitted curve in either direction with a large enough effect; inconclusive = small, poorly fitted or top-dose-only effect; also: potency is read from the fitted curve at half-maximal effect; % is scaled to controls: 0 for no effect and ±100 for the full control effect
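Flags fluorescent or light-absorbing compounds by total fluorescence, S + 2P, at 555 nm excitation and 632 nm emission. Mixture: 20 nM Texas Red SRC2 peptide, 0.6 uM human TRb LBD, 1 uM T3, 5% DMSO; compound exposure 5 h at ambient temperature.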
NPSR antag – qHTS Assay for Antagonists of the Neuropeptide S Receptor: cAMP Signal Transduction; CHO-NPSR cells, cAMP TR-FRET, antagonist mode; Potency, µM (doses to about 38.3 µM), for inactives: top-dose activity change, negative = inhibition, usual class: inhibitors; 220,000 tested, 1% active; also: potency is read from the fitted curve at half-maximal effect; % is scaled to controls: 0 for no effect and ±100 for the full control effect; nearly all actives have a fitted effect of over 50% in size; many of its hits are not listed in these tables
Epigenetic derep – Quantitative High-Throughput Screen for Regulators of Epigenetic Control; murine LDR cells, GFP reporter derepression, 30 h; Potency, µM (doses to about 53.9 µM), for inactives: at the highest dose GFP activation, most hits filed as activators; 280,000 tested, 0.2% active; AID 1865, 2009; also: potency is read from the fitted curve at half-maximal effect; % of control where 0% means no effect; nearly all actives have a fitted effect of over 60% in size
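Reporter derepression read as number of fluorescent GFP-positive objects, 20-120 um in size, counted by laser-scanning cytometer. Mouse LDR line with an epigenetically silenced CMV-GFP locus; compound incubation 30 h, 37 C.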
* = called active by the depositor; ? = inconclusive; . = not tested or not shown; & = joins results of further samples; [ ] = dose if it differs, or a comment. Unless noted, calls follow the shape of the dose curve; as a rule, active = well fitted curve in the direction sought with a large enough effect; inconclusive = small, poorly fitted or top-dose-only effect, or another doubt; inactive = no such curve, though single readings can be large; an effect the other way counts as inactive or inconclusive.

SMILES	Tau fluor cs	CBFb-RUNX1 inh	Tau fibril FP	TRb SRC2 PPI	aGal spleen mod	TR SRC2 fluor cs	NPSR antag	Epigenetic derep
CCOc1cc(C2C(C(=O)OC)=CN(C3CCCC3)C=C2C(=O)OC)cc(Br)c1O	-12%	11%	-1%	-21%	-3%	-4%	?	-2.1%
CCOc1cccc2c1OC1(C)CC2NC(=O)N1Cc1ccccc1 (stereo not given)	-1%	-4%	2%	8%	-3%	-3%	-1%	1.8%
Cc1cccc(C)c1NC(=O)c1sc(Cl)nc1C	-2%	3%	-1%	4%	-3%	-3%	2%	1.1%
CN(C)C(=O)CSc1nnc(-c2cccs2)n1-c1ccccc1	11%	6%	3%	5%	-3%	0%	-1%	-2.3%
COc1ccc(N(C(=O)c2ccco2)C(C(=O)NC2CCCC2)c2ccc(N(C)C)cc2)cc1 (stereo not given)	-14%	-14%	2%	-6%	-10%	-5%	-21%[46.1 µM]	4.9%
CCCc1[nH]n(-c2ccc([N+](=O)[O-])cc2)c(=O)c1C=NCCCn1ccnc1	-6%	-7%	-1%	2%	-13%	-3%	11%	-5.0%
COc1ccc2nc3oc(C(=O)N4CCN(c5cc(C)ccc5C)CC4)cc3cc2c1	?	.	-9%	-4%	.	-3%	.	-0.6%
O=C(CSc1nnc(CNC(=O)c2ccco2)o1)NC1CCCC1	-1%	14%	-6%	-18%	5%	2%	5%[46.1 µM]	-0.7%
Cc1ccnc(NS(=O)(=O)c2ccc(NC(=O)Cc3ccccc3)cc2)n1	1%	-4%	-1%	-4%	1%	1%	12%	0.0%
Cc1cc(C)nc(-n2nc(C)c3c2NC(=O)CC3c2ccccc2OC(C)C)n1 (stereo not given)	-10%	.	-5%	-2%	.	-9%	.	-3.2%
COc1cc2c(cc1NC(=O)CSc1nnc(COc3ccc(Cl)cc3)n1C)oc1ccccc12	?	7%	-11%	-12%	-1%	1%	?	-1.4%
CN(C)c1ccc(C(=S)N2CCOCC2)cc1	-6%	1%	1%	1%	19%	-5%	-4%[46.1 µM]	-4.4%

The final 3 records of the part before lead into the next:
SMILES	Tau fluor cs	CBFb-RUNX1 inh	Tau fibril FP	TRb SRC2 PPI	aGal spleen mod	TR SRC2 fluor cs	NPSR antag	Epigenetic derep
Cc1cc(C)nc(-n2nc(C)c3c2NC(=O)CC3c2ccccc2OC(C)C)n1 (stereo not given)	-10%	.	-5%	-2%	.	-9%	.	-3.2%
COc1cc2c(cc1NC(=O)CSc1nnc(COc3ccc(Cl)cc3)n1C)oc1ccccc12	?	7%	-11%	-12%	-1%	1%	?	-1.4%
CN(C)c1ccc(C(=S)N2CCOCC2)cc1	-6%	1%	1%	1%	19%	-5%	-4%[46.1 µM]	-4.4%
S=C(Nc1ccccc1Cl)N1CCCC(c2ccccc2)=N1	?	19%	-10%	6%	7%	0%	31%	0.5%
CCCn1c(=O)c2ccccc2n2c(SCCOc3ccc(OC)cc3)nnc12	-9%	-14%	5%	-6%	0%	-3%	-27%[46.1 µM]	-1.2%
COc1cc2c(cc1OC)C(=S)NC1(CCCC1)C2	-5%	1%	-3%	2%	-3%	1%	-28%	-3.8%
c1ccc(-c2cc(-c3ccncc3)nc3ccc4ccccc4c23)cc1	-11%	3%	-7%	-7%	-8%	-2%	-32%	1.0%
O=C(O)CCc1ccc(-c2ccc(Br)cc2)n1-c1ccccc1O	-14%	.	3%	0%	.	4%	.	0.8%
Cc1[nH]n(-c2ccccc2)c(=O)c1N=Nc1ccc2c(c1)OCCO2	?	-1%	-18%	0%	-2%	-1%	-27%	-0.1%
CCN(CC)c1ccc(/C=N/N2CCOCC2)c(O)c1	-20%	5%	9%	0%	-6%	2%	-14%	-0.9%
Cc1c(NS(=O)(=O)c2ccc3c(c2)c(=O)n(C)c(=O)n3C)c(=O)n(-c2ccccc2)n1C	-6%	-2%	-7%	-16%	9%	1%	-4%[46.1 µM]	-4.6%
COc1ccc(-c2nc3ccccc3n3c(-c4cccc(C)c4)c4c(=O)n(C)c(=O)n(C)c4c23)cc1	-5%	.	3%	0%	.	-15%	.	-1.0%
Cc1ccc2nc3nc(NCC4CCCO4)c(C(=O)NC4CCCC4)cc3c(=O)n2c1 (stereo not given)	-12%	3%	5%	-8%	8%	?	-4%[46.1 µM]	3.9%
CCc1c(C)nc2ncnn2c1NCCc1ccc(Cl)cc1	5%	3%	1%	8%[53 µM]	3%	1%[53 µM]	0%	1.7%
COc1cc(-c2noc(CCC(N)=O)n2)cc(OC)c1OC	9%	1%	4%	-3%	2%	-1%	-5%[46.1 µM]	1.9%
Cn1c(=O)c2cc(C(=O)NCCCN3CCN(c4ccc(F)cc4)CC3)sc2c2ccccc21	-23%	.	0%	-1%	.	-1%	.	-1.0%
O=C1c2ccccc2C(Nc2ccc(-c3nc4ccccc4[nH]3)cc2)N1Cc1ccco1 (stereo not given)	?	-7%	?	-13%	2%	-3%	-17%[46.1 µM]	-0.8%
Cc1sc(NC(=O)CN(Cc2ccc(F)cc2)C(=O)C(C)(C)C)c(C(N)=O)c1C	-7%	4%	2%	-7%	-8%	1%	-42%	0.0%
CCC(C)c1ccc(NC(=S)NC2CCN(Cc3ccccc3)CC2)cc1 (stereo not given)	?	0%	?	8%	0%	2%	-6%	2.1%
CCC1=C2CC[C@H]3C(=O)N(CC)C(=O)[C@H]3[C@H]2[C@@]2(Cc3ccccc3)C(=O)N(CCOC)C(=O)N2C1=O	-8%	-3%	-2%	0%	0%	0%	.	9.0%
COc1ccc(/C=N/NC(=O)c2ccc(-c3ccccc3)cc2)cc1O	?	-3%	7%	3%	1%	2%	-27%	-1.0%
CCOc1ccc(-n2cc(-c3ccccc3)c3c(N4CCOCC4)ncnc32)cc1	-13%	-8%	2%	0%	-2%	1%	-60%	-1.9%[10.1 µM]
CC(C)(Sc1cc(C(C)(C)C)c(O)c(C(C)(C)C)c1)Sc1cc(C(C)(C)C)c(O)c(C(C)(C)C)c1	-8%&-1%	?	?	1%	4%	-1%	10%	-1.1%
CC(C)(C)C1=CC(=Nc2ccccc2N)C=C(C(C)(C)C)C1=O	18%	15%	7%	2%[53 µM]	-3%	-2%[53 µM]	5%	0.0%
Cc1nc2ccccc2nc1OCC(=O)Nc1ccccc1	2%	5%	1%	1%	3%	-2%	9%	0.3%
COc1ccc(-c2c(C)c3cc(OC(=O)N4CCOCC4)ccc3oc2=O)cc1	-5%	.	-1%	-3%	.	1%	.	-0.2%
CCOC(=O)C(C)n1nc(/C=C/c2ccc(OC)cc2)ccc1=O (stereo not given)	-11%	4%	-2%	-19%	-6%	-2%	-24%	-2.4%
Cc1ccc(C(=O)Nc2cnc3sc(C)nn3c2=O)cc1	5%	1%	4%	1%	7%	0%	?	0.0%
S=C(NCc1ccc(Cl)cc1)Nc1ccccc1Cl	-2%	8%	-3%	0%	-1%	-1%	-11%	0.0%
Cc1cccc(Cl)c1NC(=O)N1CCN(c2ccnc3cc(Cl)ccc23)CC1	-13%	6%	-6%	-9%	-6%	0%	-29%	-0.5%
COc1cccc(NC(=O)N2CCN(c3ccc(C(F)(F)F)cn3)CC2)c1	-5%	-1%	-2%	-1%	-15%	-2%	-9%[46.1 µM]	-1.0%
CCOc1cc(/C=C2/C(=O)N(c3ccccc3)N=C2C)ccc1OC(=O)c1cccs1	-23%	-8%	3%	?	3%	-4%	-15%[46.1 µM]	-1.9%
CCOC(=O)C1CCN(C(=O)Cc2cccs2)CC1	0%	1%	0%	-9%	5%	0%	0%[46.1 µM]	0.0%
CCOC(=O)C(=O)N1CCC(Cc2ccccc2)CC1	-9%	9%	-7%	1%	8%	2%	-11%	0.0%
CCN(CC)S(=O)(=O)c1ccc(C(=O)NCCSc2c(-c3ccc(F)cc3)[nH]c3ccccc23)cc1	4.5µM*[quencher]	.	-4%	-5%	.	-2%	.	-0.4%
CSc1nc2c(c(=O)[nH]1)C(c1ccc(Cl)cc1)CC(=O)N2 (stereo not given)	2%	16%	-2%	-7%	6%	-3%	0%	0.9%
COc1ccc(OC)c(-c2csc(NC(=O)Cc3cccs3)n2)c1	?	-10%	-11%	-4%	10%	-5%	-29%	1.4%
CC1CCN(C(=O)c2c(NC(=O)c3ccccc3F)sc3c2CCC(C(C)(C)C)C3)CC1 (stereo not given)	-17%	.	-10%	2%	.	0%	.	-3.3%
CCCCNC(=O)/C=C/c1cccs1	8%	2%	?	-6%	-1%	4%	4%	0.0%
COc1ccc(C(=O)Cn2c(NCCO)nc3ccccc32)cc1	2%	-5%	1%	0%	-2%	-1%	5%	3.9%
CCOC(=O)c1cc(NC(=O)N2CCCc3ccccc32)c(C)nc1C	-9%	-10%	3%	-24%	-7%	2%	-6%[46.1 µM]	1.6%
Cc1cc(C)nc(NC(=O)c2ccc3c(c2)OCO3)c1	-16%	-3%	-5%	2%	6%	-3%	-2%	-1.1%
Cc1nc(NC(=O)c2ccc(Cl)cc2)sc1-c1csc(Nc2cccc(F)c2)n1	13µM*[quencher]	-1%	?	-2%	-18%	1%	?	3.5%
CCSc1nnnn1-c1cccc(C(=O)O)c1	-4%	.	-13%	4%	.	2%	.	-1.1%
O=C(Nc1ccc2c(c1)CCC2)c1cc(S(=O)(=O)N2CCN(c3ccccc3)CC2)ccc1Cl	-12%	-8%	-8%	21%	5%	45µM*[fluorescent]	-19%[46.1 µM]	-0.8%
CC(C)C(=O)Nc1cccc(NC(=S)NC(=O)c2ccc(Cl)cc2)c1	?	5%	-15%	-6%	-5%	-1%	-25%[46.1 µM]	-1.1%

An excerpt, so the mix of outcomes need not match the whole.
